Pf apPOL block: Pf-apPOL inhibitors, biochemical, fluorescence; Plasmodium falciparum apicoplast DNA polymerase (apPOL); Recombinant Pf-apPOL, molecular beacon fluorescence, 1.5 h; inhibition, % at 10 µM; 210,000 compounds, 0.25% hits; AID 1794808, 2022
mHTT CaM bind: mutant huntingtin-calmodulin interaction inhibitors – biochemical, AlphaScreen, primary screen. P42858. AlphaScreen His-mHTT/GST-CaM binding, luminescence. inhibition, % at 15 µM. 190,000 compounds, 3.6% hits. AID 1671202, 2021;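 further: 0% = both proteins with DMSO and 100% = one protein alone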
Starred values were filed as active, the others as inactive; x = no result given; & = joins results of further samples. No stated cut-off is given here; in the data, active means inhibition above about 50%; inactive means the rest.

SMILES	Pf apPOL block	mHTT CaM bind
CCOc1ccccc1NC(=O)C(=O)NCCO	2	1
CCOc1ccc(C(=O)NCCc2ccc(F)cc2)cc1	-2	-9
N#CC1(C#N)C(c2ccccc2Cl)C1(C#N)C#N	-8&1	x
CN(C)C1CCCN(Cc2ccc(F)cc2F)C1=O (configuration not stated)	-5	0
C#CCNC(=O)c1nn(-c2ccc(F)cc2)c2ncccc12	-2	6
Cc1ccc(C(=O)N2CCC(c3nc(CCNC(=O)C4CC4)cs3)CC2)cc1	2	22
CC1(C)Cc2cccc(C(=O)N3CCN(C(c4ccccc4)c4ccccc4)CC3)c2O1	-4	x
COc1ccccc1OCC(=O)NC(C)Cc1ccco1 (configuration not stated)	-8	-11
CCN(CC)C(=NS(=O)(=O)c1ccc(F)cc1)c1ccccc1	2	-3
N#Cc1ccccc1CSc1nc(O)cc(=O)[nH]1	-1	-3
Cc1nn(Cc2ccccc2Cl)c(C)c1NC(=O)c1noc2c1CCCCC2	-6	15
Cc1cc(NS(=O)(=O)c2ccccc2)cc(Br)c1O	-10	-5
COc1ccc(OC)c(-c2cc(C(=O)Nc3nc4c(s3)CCCC4)n(C)n2)c1	-5	16
Cc1cc2oc(=O)cc(CN3CCCCCC3)c2cc1O	0	32
Cc1coc2cc3oc(=O)c4ccccc4c3cc12	1	-1
CC1(CNC(=O)CCc2c[nH]c3ccccc23)CCOCC1	-4	2
O=C(Cc1cccs1)NCc1cc(Cl)cc(Cl)c1	-6	x
Cc1nn2c(CNC(=O)c3ccc(F)c(F)c3)c(C)nc2s1	-3	-2
c1ccc(-n2ncc3c(NCc4cccs4)ncnc32)cc1	-2	1
O=C(NC1CCCC1)C(c1ccc(Cl)cc1)N1CCC2(CC1)OCCO2 (configuration not stated)	-6	5
CC1(C)CC(=O)C2=C(C1)Nc1ccc3ncccc3c1C2c1ccccn1 (configuration not stated)	-1	1
O=C(/C=C/c1cccc([N+](=O)[O-])c1)Nc1ccccn1	-4	2
CCOc1ccc(-n2ccn3cc(-c4ccc(Br)cc4)nc3c2=O)cc1	-1	-5
CCCc1c(C)c2cc3c(C)coc3cc2oc1=O	5	-29
CSc1nc(-c2ccccc2)nc(N2CCCC2)c1C(C)=O	-4	-45
O=C(Cn1c(=O)n(-c2cccc(C(F)(F)F)c2)c(=O)c2sccc21)c1cccc([N+](=O)[O-])c1	-3	20
O=C(c1ccccc1)N1CCCCC1CCN1CCCCCC1 (configuration not stated)	-11	2
O=C(NCc1ccc2c(c1)OCO2)c1ccc2nc(-c3ccccn3)c(-c3ccccn3)nc2c1	61*	8
O=C(NCc1ccccc1)c1ccc(Cn2nnc3ccccc3c2=O)cc1	-8	13
Cc1nnsc1C(=O)NCC(C)(O)c1ccccc1 (configuration not stated)	-7	-5
O=C(NC1CCN(c2ccc(F)cc2)C1=O)c1ccccc1C(F)(F)F (configuration not stated)	-3	2
COc1ccccc1N1CCN(C2CCN(C(C)C)CC2)CC1	-4	-2
COc1ccc2c(C)nc(NC3=NC(C)(C)CC(C)=N3)nc2c1	0	8
CC1(C)CC(n2c(SCC#N)nc3c(c2=O)C2(CCCCC2)Cc2ccccc2-3)CCO1 (configuration not stated)	0	2
Cc1nc(-c2ccccc2)sc1C(=O)N1CCC(CC(=O)NCc2ccco2)CC1	-2	9
COc1ccccc1-c1c(C)oc2cc(OC(=O)c3ccco3)ccc2c1=O	1	18
CCCC(=O)NC1CCN(c2ccc(C)cc2)C1=O (configuration not stated)	-4	-2
Cn1nc(C(=O)N2CCN(CCn3cccn3)CC2)ccc1=O	-9	-16
O=C(CCS(=O)(=O)c1ccc(Br)s1)Nc1ccccc1Cl	-13	-6
CCOC(=O)c1ccc(Oc2c(C(F)(F)F)oc3c(CN4CCCCC4)c(O)ccc3c2=O)cc1	3	23
COc1ccc(-c2[nH]ncc2-c2ccc(Cl)cc2)c(O)c1	-4	69*
OCCn1nc(-c2ccccc2)cc1-c1ccccc1	-4	-4
COC(=O)Nc1nc(CC(=O)Nc2ccc(F)c(Cl)c2)cs1	-11	-12
COc1ccc(OCC(=O)N2CCCC(C)(C(=O)NCc3ccc(F)cc3)C2)cc1 (configuration not stated)	-1	0
Cc1[nH]c2ccccc2c1SCCNC(=O)COc1ccc(Cl)cc1Cl	-22	93*
CC(C(=O)NCc1cccnc1)C1CCN(S(=O)(=O)c2ccc(Cl)s2)CC1 (configuration not stated)	0	-5
CCOc1ccc(NC(=O)CS(=O)(=O)c2cn(CC)c3ccccc23)cc1	11	6
Cc1cc(NC(=O)CN2C(=O)NC3(CCCCC3)C2=O)ccc1Br	-6	47
O=C(Nc1sc2c(c1C(=O)N1CCOCC1)CCC2)c1ccco1	x	0
Cc1[nH]c(C(=O)N2CCC(CC(=O)NCCCN(C)C3CCCCC3)CC2)c(C)c1C	-3	1

As a short view, some entries already given:
SMILES	Pf apPOL block	mHTT CaM bind
Cc1nnsc1C(=O)NCC(C)(O)c1ccccc1 (configuration not stated)	-7	-5
O=C(NC1CCN(c2ccc(F)cc2)C1=O)c1ccccc1C(F)(F)F (configuration not stated)	-3	2
COc1ccccc1N1CCN(C2CCN(C(C)C)CC2)CC1	-4	-2
COc1ccc2c(C)nc(NC3=NC(C)(C)CC(C)=N3)nc2c1	0	8
CC1(C)CC(n2c(SCC#N)nc3c(c2=O)C2(CCCCC2)Cc2ccccc2-3)CCO1 (configuration not stated)	0	2
Cc1nc(-c2ccccc2)sc1C(=O)N1CCC(CC(=O)NCc2ccco2)CC1	-2	9
COc1ccccc1-c1c(C)oc2cc(OC(=O)c3ccco3)ccc2c1=O	1	18
CCCC(=O)NC1CCN(c2ccc(C)cc2)C1=O (configuration not stated)	-4	-2
Cn1nc(C(=O)N2CCN(CCn3cccn3)CC2)ccc1=O	-9	-16
O=C(CCS(=O)(=O)c1ccc(Br)s1)Nc1ccccc1Cl	-13	-6
CCOC(=O)c1ccc(Oc2c(C(F)(F)F)oc3c(CN4CCCCC4)c(O)ccc3c2=O)cc1	3	23
COc1ccc(-c2[nH]ncc2-c2ccc(Cl)cc2)c(O)c1	-4	69*
OCCn1nc(-c2ccccc2)cc1-c1ccccc1	-4	-4
COC(=O)Nc1nc(CC(=O)Nc2ccc(F)c(Cl)c2)cs1	-11	-12
COc1ccc(OCC(=O)N2CCCC(C)(C(=O)NCc3ccc(F)cc3)C2)cc1 (configuration not stated)	-1	0

Carrying on:
SMILES	Pf apPOL block	mHTT CaM bind
Cc1cccc(C(=O)N2CCC(CCOc3cccnc3)CC2)c1	-3	-4
CC(=O)Nc1ccc(S(=O)(=O)NCCC(c2ccccc2)c2ccccc2)cc1	10	14
Oc1ccc(Br)cc1C=Nc1ccccn1	4	1
COc1cc(C(F)(F)F)nc2ccc(C#CCOC(=O)Nc3cccc(Cl)c3)cc12	-8	x
Cc1nnc2c3ccccc3nc(N(C)Cc3ccccc3)n12	-6	10
CN=C1S/C(=C\c2ccc(-c3cc(Cl)ccc3[N+](=O)[O-])o2)C(=O)N1C	-8	42
Cn1cc(CNC(=O)COc2ccc(Cl)cc2Cl)cn1	0	-5
Cc1noc(C)c1C1CCCN1C(=O)c1cc(-c2ccc(F)cc2)no1 (configuration not stated)	-3	-8
Cc1noc(C2CN(C(=O)NC(C)C)CC23CCOCC3)n1 (configuration not stated)	0	0
COc1ccccc1NCC(O)Cn1ccc2ccccc21 (configuration not stated)	-3	46
O=C(Nc1ccc(-c2nc3ccccc3o2)cc1)c1ccc2c(c1)OCCO2	-2	21
COc1ccc(-c2nc(=S)c3c([nH]2)Oc2c(O)cc(C(C)(C)C)cc2C3)cc1	-3	11
N#Cc1nc2c(-c3nc4ccccc4s3)c(N)n(Cc3ccccc3)c2nc1C#N	8	0
CCOc1ccc(S(=O)(=O)NCc2ccc(C)cc2)c2cccnc12	-16	3
Fc1ccccc1OCCSc1nc2ccccc2[nH]1	0&-2	-19&-17
O=C(NCCN1CCN(C(=O)c2ccc3nsnc3c2)CC1)c1ccsc1	-4	-11
COc1ccc(C2C(C(=O)NCc3ccc(F)cc3)c3cc(OC)c(OC)cc3C(=O)N2C)cc1 (configuration not stated)	-9	22
CCc1sc(C(C2C(=O)CC(C)(C)CC2=O)C2C(=O)CC(C)(C)CC2=O)cc1[N+](=O)[O-]	x	13
CCN(CC)CCCNC(=O)C(C)C1CCN(S(=O)(=O)c2c(C)noc2C)CC1 (configuration not stated)	0	4
CC(=O)N1CCc2nn(CC(=O)Nc3cccc(F)c3)c(=O)cc2C1	-5	-9
COc1cc([N+](=O)[O-])cc2cc(C(=O)NCC34CC5CC(CC(C5)C3)C4)c(=O)oc12	-6	1
O=C(O)CCCNS(=O)(=O)c1ccccc1[N+](=O)[O-]	-12	x
COc1cc(/C=C/c2ccc3cccc(O)c3n2)c(Br)cc1O	-8&-4	48&48
Cc1ccc(-c2ccc(C(=O)NCc3ccc(F)cc3)cn2)cc1	-3	-5
CCN1CCN(C2CCN(C(=O)c3ccc(C)c(C)c3)CC2)C1=O	-2	-5
Cc1cccc(NC(=O)c2c(O)c3cccc4c3n(c2=O)CCC4)n1	-7	-7
Clc1ccc(C2CC(c3cccs3)n3ncnc3N2)c(Cl)c1 (configuration not stated)	-2	3
O=C(NC1CC1)c1cncc(-c2csc3ccccc23)c1	1	-1
O=S(=O)(c1cc(F)cc(F)c1)N1CCC(c2noc(-c3ccccc3)n2)CC1	-3	-1
COc1ccc(Nc2cc(C)c3cc(C)ccc3n2)cc1	-1	56*
O=C(Cc1ccccc1[N+](=O)[O-])Nc1ccc(Nc2ccccc2)cc1	0	18
C#CCOc1ccccc1C1C2=C(CCCC2=O)N(C)C2=C1C(=O)CCC2	-11	4
O=C(Nc1ccc(Cc2ccncc2)cc1)c1cccc(Cl)c1Cl	0	21
O=C(NCc1cccnc1)c1nc(-c2ccc(Cl)cc2)n2c1CCCCC2	0	21
COc1ccc(C(=O)Nc2cccc(Cl)c2)cc1S(=O)(=O)N1CCOCC1	-2	-4
CCC(=O)N1CCN(c2cc(Oc3ccccc3C)ncn2)CC1C (configuration not stated)	-3	0
COc1ncccc1CN(C)C(=O)c1ccoc1	0	-4
O=C(Nc1nccs1)c1ccoc1COc1ccccc1	-1	2
CC(C)C[C@@H](COCc1ccc(Cl)cc1)N1CCN(C(=O)c2ccc(C(F)(F)F)cc2)CCC1=O	-1	99*
CCN(CC)c1ccc2cc(C(=O)NC(C)=O)c(=Nc3cccc(F)c3)oc2c1	4	-5
Nc1nonc1-c1noc(-c2ccccc2[N+](=O)[O-])n1	2	7
COc1cccc(C2CC(c3cccc(Br)c3)n3ncnc3N2)c1 (configuration not stated)	10	-4
NC(=NOC(=O)c1cc(-c2ccccc2)c(C(F)(F)F)s1)c1ccc(Cl)cc1Cl	-7	x
O=C(NCc1cccc(Cl)c1)C1CCc2sc(C(=O)N3CCOCC3)cc2C1 (configuration not stated)	-2	5
CC(C)=NNS(=O)(=O)c1ccc(C)cc1	-9&-7	x
O=C(Nc1cc(F)cc(F)c1)N1CCCC2(C1)Nc1cccnc1NC2=NC1CCCC1 (configuration not stated)	-7	0
CNS(=O)(=O)c1cccnc1Nc1ccc(F)c(Cl)c1	2	-17
CC(C)C(=O)Nc1ccc(C(=O)Nc2ccccc2C(=O)O)cc1	-1	15
COC(=O)c1cscc1NC=C(C#N)C#N	-1	x
O=C(c1c(F)cccc1Cl)N1CCN(c2ccc(-c3ccc4c(c3)OCO4)nn2)CC1	-2	-10

More results:
SMILES	Pf apPOL block	mHTT CaM bind
O=C(CCS(=O)(=O)c1ccccc1)NCC1CCN(C2CCCC2)CC1	-7	-13
O=C(NC1CCCC1)c1c2c(nc3ccc(F)cc13)CCC2	4	11
O=C(Nc1ccc2c(c1)OCCO2)C1CCN(c2cn[nH]c(=O)c2)CC1	0	5
COc1ccc(C(=O)N2CC3CC(NC(=O)c4cccs4)C2C3)cc1OC (configuration not stated)	-6	2
CCOc1cccc2cc(C(N)=O)c(=Nc3ccc(C(=O)O)cc3)oc12	-5	-3
CCOC(=O)N1CCc2nc(NC(=O)c3nc4ccccc4s3)sc2C1	0	36
Cc1ccc(NC(=O)O[C@@H]2C[C@H]3C[C@@H]2[C@H]2CCCCN2C3)cc1C	-3	24
CC(C)C(=O)NCc1csc(C2CCCN(C(=O)c3ccc(C#N)cc3)C2)n1 (configuration not stated)	-2	-6
O=C(O)CCc1ccc(NCc2cccc(Oc3ccccc3)c2)cc1	-10	x
Cc1c(C(=O)O)cc(-c2ccccc2)n1CCSc1cc(C(F)(F)F)nc2ccccc12	-4	x

The last 2 records of the part before open the next one:
SMILES	Pf apPOL block	mHTT CaM bind
O=C(O)CCc1ccc(NCc2cccc(Oc3ccccc3)c2)cc1	-10	x
Cc1c(C(=O)O)cc(-c2ccccc2)n1CCSc1cc(C(F)(F)F)nc2ccccc12	-4	x
O=C(NCCc1cccc(Cl)c1)c1cccs1	-3	-11
N#CC1=C(SCC(N)=O)NC(=O)CC1c1ccsc1 (configuration not stated)	10	-8
Cc1ccc2[nH]c3c(c2c1)CCCC3NCCCO (configuration not stated)	-1	14
N#CCNS(=O)(=O)c1cc(Cl)ccc1Cl	x	-5
CCOc1cccc(C2CC(c3cccc(OC)c3)=NC3(CCN(C(C)=O)CC3)N2)c1O (configuration not stated)	-4	34
COc1cc(Cl)c(C)cc1NC(=O)CN1C(=O)NC2(CCCCC2)C1=O	-5	7
Cc1nc(N2CCOCC2)c2c(C)c(C(=O)Nc3ccc(F)c(Cl)c3)sc2n1	-12	4
CC(C)(C)c1cc(Cc2cc(C(C)(C)C)c(O)c(C(C)(C)C)c2)c(O)c(C(C)(C)C)c1	x	5
CC(=O)n1cc(C=C2N=C(c3ccccc3)OC2=O)c2ccccc21	-9	x
O=C(NCc1ccc(F)cc1)N1CCCCC1c1nncn1CC1CC1 (configuration not stated)	-3	-1
CC(=O)OCc1c(OC(C)=O)ccc2c1OC(=Cc1ccc3c(c1)OCO3)C2=O	0	5
Cc1ccc(-c2nc(-c3cccc(-c4ccn[nH]4)c3)no2)c(C)c1	2	10
O=C1CC(c2ccccc2)CC(O)=C1C=NCc1ccc(Cl)c(Cl)c1 (configuration not stated)	-3	1
CCN1CCN(C(=O)c2cc3n(n2)CCCN(Cc2ccccc2)C3=O)CC1	-6	-9
CS(=O)(=O)N(Cc1ccon1)c1ccc(F)cc1	x	-2
COc1ccc(Cl)cc1N(CC(=O)N1CCOCC1)S(C)(=O)=O	-8	-2

Not all compounds are listed (hit frequency here may not be typical).
